# Lmaj promast – Leishmania major promastigote growth inhibition, primary screen; AID 1063, 2008; Leishmania major promastigotes, resazurin fluorescence viability; actives 9% (n = 200,000); inhibition, % at 10 µM;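 also: promastigotes grown with compound for 44 hours at 28 °C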
# G6PDH counter – L. mesenteroides G6PDH inhibitors, counter-screen for G6PDH-coupled screening assays, biochemical, Leuconostoc mesenteroides enzyme | actives 0.12% (n = 200,000) | AID 1020, 2008 | inhibition, % at 5 µM | glucose-6-phosphate dehydrogenase [Leuconostoc mesenteroides] | Purified L. mesenteroides G6PDH, diaphorase/resazurin coupled fluorescence, 45 min
# PMI activator – activators of human PMI, primary screen, biochemical, fluorescence intensity, near-Km mannose 6-phosphate; activation factor at 20 µM; AID 1214, 2008; actives 0.005% (n = 190,000); purified human PMI, coupled resazurin fluorescence, 20 min; stronger effect = higher value; 1 = vehicle control, 0 substrate-free wells;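 active = activation factor of 2 or more at 20 µM, relative to plate controls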
# Target sequence (P34949 whole entry, looked up): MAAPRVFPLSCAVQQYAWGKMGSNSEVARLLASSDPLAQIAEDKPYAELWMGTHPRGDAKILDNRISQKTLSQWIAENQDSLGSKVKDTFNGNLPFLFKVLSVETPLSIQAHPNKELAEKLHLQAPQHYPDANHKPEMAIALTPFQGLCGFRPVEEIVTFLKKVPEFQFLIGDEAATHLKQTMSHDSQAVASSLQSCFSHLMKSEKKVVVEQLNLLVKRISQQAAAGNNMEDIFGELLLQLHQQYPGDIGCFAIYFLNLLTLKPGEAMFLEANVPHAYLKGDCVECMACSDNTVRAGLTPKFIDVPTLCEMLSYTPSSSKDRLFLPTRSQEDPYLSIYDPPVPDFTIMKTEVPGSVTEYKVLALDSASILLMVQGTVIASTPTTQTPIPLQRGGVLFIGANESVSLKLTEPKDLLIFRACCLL
# Diaph inh CS – diaphorase inhibitors and chemical oxidizers, primary screen, counter-screen for diaphorase-coupled primary assays, biochemical, uHTS, resorufin fluorescence; AID 1217, 2008; diaphorase resazurin-to-resorufin fluorescence, NADH, 16 min; bacterial (C. kluyveri) enzyme, not human; actives 0.69% (n = 190,000); inhibition, % at 20 µM;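 active = primary screen inhibition at 20 µM above a set limit, cut at about 50% in these data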;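 also: plate controls were DMSO with full reaction for no effect and wells lacking NADH for full effect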
#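 Benchmarks: positive control wells lacking NADH, neutral wells with DMSO only. System: bacterial diaphorase enzyme (C. kluyveri). Input: 0.14 U/mL diaphorase, enzyme working solution. Detection: resorufin fluorescence, excitation 544 nm, emission 590 nm. Times: 16-min room-temperature incubation before reading.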
# S1P3 antagonist – S1P3 receptor antagonists, primary screen, cell-based; inhibition, % at 4.98 µM; CHO S1P3 NFAT-BLA reporter, FRET fluorescence, antagonist mode; actives 0.27% (n = 170,000); Sphingosine 1-phosphate receptor 3 (Homo sapiens), Q99500;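 active = inhibition above the plate cutoff, the mean inhibition of test wells on that plate plus 3 SD, cut at about 28% in these data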;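 also: cells challenged with S1P at its EC80 of 0.8 µM; blue over green emission ratio from cleaved BLA substrate after 4 h stimulation; 0% = S1P-stimulated wells and 100% = unstimulated DMSO-only wells; some compounds past the cut are filed as inactive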
# Target sequence (Q99500 whole entry, looked up): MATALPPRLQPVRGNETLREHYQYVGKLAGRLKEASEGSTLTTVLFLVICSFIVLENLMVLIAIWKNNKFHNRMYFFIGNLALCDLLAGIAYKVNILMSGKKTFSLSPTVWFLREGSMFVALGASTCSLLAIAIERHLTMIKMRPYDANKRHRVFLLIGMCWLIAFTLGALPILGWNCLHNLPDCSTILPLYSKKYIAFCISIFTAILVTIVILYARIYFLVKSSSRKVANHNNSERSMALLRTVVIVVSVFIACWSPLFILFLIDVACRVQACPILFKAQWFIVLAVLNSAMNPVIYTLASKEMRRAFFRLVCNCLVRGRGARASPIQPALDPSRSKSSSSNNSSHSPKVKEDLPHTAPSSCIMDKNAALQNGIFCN
# PMI act satM6P – human PMI activators, high substrate, primary screen, biochemical, fluorescence intensity, near-saturating mannose 6-phosphate | Mannose-6-phosphate isomerase (Homo sapiens), P34949 | coupled PMI enzyme assay, resazurin fluorescence, 20 min; stronger effect = higher value; 1 = untreated enzyme, 0 = substrate-free blank | activation factor at 20 µM | actives 0.34% (n = 190,000) | AID 1216, 2008;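 active = activation factor of 2 or more at 20 µM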
#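 Material: human phosphomannose isomerase with PGI, G6PDH, diaphorase coupling enzymes; amount: PMI at 15 ng/mL final; also added: Mannose-6-phosphate 1.0 mM (near-saturating) plus 0.22 mM NADP+; incubation: enzyme reaction with compound 20 min at room temperature; signal: resorufin fluorescence (Ex 544/Em 590 nm) from resazurin via diaphorase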
# Diaphorase act – compounds boosting diaphorase resazurin reduction – biochemical, uHTS, resorufin fluorescence, counter-screen for diaphorase-coupled primary assays, primary screen | Diaphorase/resazurin coupled assay, 16 min; stronger effect = higher value; 1 = vehicle wells, 0 = NADH-free wells | activation factor at 20 µM | actives 0.005% (n = 190,000) | AID 1229, 2008;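 active = diaphorase activity raised at least twofold by the compound at 20 µM; inactive = activation factor below 2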
#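 Assay system: Purified diaphorase enzyme from Clostridium kluyveri | Amount: Enzyme 0.07 U/mL final | Dosing: Compound 20 µM once, DMSO 1% | Timing: 16 min reaction at room temperature | Detection: Fluorescence, excitation 544 nm and emission 590 nm | Evaluation: Higher resorufin formation from activation or reduction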
# Hsp70 activator – Hsp70 transcriptional activators, primary screen, cell-based, HeLa, Hsp70 promoter luciferase, luminescence, 10 µM; AID 1203, 2008; activation, % at 10 µM; actives 0.04% (n = 200,000); HeLa Hsp70 promoter luciferase reporter; scaled: vehicle 0, proteasome-inhibitor control 100%;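 active = activation above the mean across all tested compounds plus 3 SD, cutoff set per campaign, cut at about 5.5% in these data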;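 also: 100% = MG132 at 30 µM as the positive control and 0% = DMSO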
# TLR4 MyD88 comp – inhibitors of TLR4-MyD88 association in cells, primary screen, cell-based, HeLa CL3-4, BLA complementation, FRET ratio; Toll-like receptor 4 (Homo sapiens) + Myeloid differentiation primary response protein …; HeLa CL3-4 TLR4/MyD88 BLA complementation; inhibition, % at 8.4 µM; actives 0.18% (n = 200,000); AID 861, 2007; in the data active = inhibition above about 25%;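 also: 0% = vehicle and 100% = reference inhibitor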
# Redox H2O2 prof – compounds producing H2O2 with reducing agent – biochemical, NIH compound library profiling, artefact control for MLSCN library redox annotation, primary screen. DTT-dependent redox cycling H2O2, phenol red/HRP absorbance; 100% = 100 µM peroxide control, 0% = buffer. activation, % at 10 µM. actives 0.03% (n = 200,000). AID 878, 2007;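 active = activation of at least 50% relative to the plate's high and low controls in the primary single-dose screen; inactive = activation below 50%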;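 also: compound incubated with DTT at 0.8 mM final as the reducing agent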
# RAM inhibit – inhibitors of the yeast RAM network, primary screen, dse1pr::URA3 reporter, 5-FOA selection; S. cerevisiae dse1pr::URA3 reporter, 5-FOA growth OD615, 2 d; analog-sensitive cbk1-as2 kinase mutant strain; actives 1.8% (n = 190,000); AID 868, 2007; inhibition, % at 50 µM;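 active = inhibition above a set limit, 3 SD over mean compound inhibition, cut at about 8.4% in these data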;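 also: 0% = DMSO-only wells with no growth and 100% = 10 µM 1-NA-PP1 full growth; inhibition rescues growth on 5-FOA so higher OD means more RAM inhibition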
# Active calls of the source: *; nt = not tested or not shown. Rule as the data show it, unless noted: active = inhibition above about 50%; inactive = the rest.
Compound	Lmaj promast	G6PDH counter	PMI activator	Diaph inh CS	S1P3 antagonist	PMI act satM6P	Diaphorase act	Hsp70 activator	TLR4 MyD88 comp	Redox H2O2 prof	RAM inhibit
CCC(=O)N1c2ccc(S(=O)(=O)CCC(=O)NCc3ccc4c(c3)OCO4)cc2CC1C (stereo unspecified)	-4	-6	1	9	-32	1	0.9	-0.1	-4	-0.3	5.6
Cn1c2ccccc2n2c(=O)c(=O)n(CC(=O)c3ccc(Cl)cc3)nc12	-7	-2	1	16	-4	1.1	0.8	-0.3	-4	-0.6	4.0
COC(=O)CCC(NC(=O)c1cc(-c2ccc3c(c2)OCCO3)oc1C)C(=O)OC (stereo unspecified)	1	2	1	17	nt	1.1	0.8	-0.4	-14	1.3	0.9
CCOC(=O)C1=C(C)N(c2ccc(OCC)cc2)C(=O)/C1=C\c1ccco1	4	3	1.2	10	-5	1.2	0.9	0.2	8	-0.4	4.1
NC(=O)Cn1nc([N+](=O)[O-])nc1Oc1ccc(Br)cc1	33	8	0.9	1	-19	0.9	1	-0.3	4	-0.9	-0.9
O=C(c1ccc(Br)s1)N1CCN(Cc2ccc3c(c2)OCO3)CC1	82*	3	0.9	13	42	0.9	0.9	-0.2	-13	0.6	1.8
COc1ccc(Cl)cc1S(=O)(=O)n1ccnc1C(C)C	10	-4	1	5	-18	1	0.9	-0.4	4	-0.5	0.5
Cc1ccccc1C(=NCCCN(C)C)c1ccccc1C	11	11	1	11	-10	1	0.9	-0.4	-14	-0.4	-0.4
Cn1c(=O)c2cc(S(=O)(=O)Nc3ccc4c(c3)OCO4)ccc2n(C)c1=O	30	-10	0.9	18	-12	0.9	0.8	-0.3	-8	1.7	2.6
COc1ccc2ccccc2c1CNCCCN1CCOCC1	22	19	1.1	2	3	1.1	1	-0.3	-10	-0.1	1.2
CCc1cccc2c(C#N)cn(CC(=O)NCc3ccco3)c12	-3	6	1	2	-9	1	1	-0.1	8	9.1	4.7
O=C(CO/N=C/c1ccc(OC(F)F)cc1)NC1CCCCCC1	6	-1	0.9	19	-19	0.9	0.8	-0.1	-6	-3.7	0.1
CC1CCCCN1C(=O)c1cc(Cl)ccc1[N+](=O)[O-] (stereo unspecified)	-11	10	1	13	-3	1	0.9	-0.3	7	-0.3	0.8
CSc1nc2ccc(S(=O)(=O)N3CCCCC3)cc2s1	-2	4	1	8	nt	1	0.9	-0.4	-6	0.1	5.0
COc1ccc(-c2cc(C(F)(F)F)n3nc(N)nc3n2)cc1	1	-4	1	6	nt	1	0.9	-0.2	-13	0.0	2.5
Cc1ccc(-c2csc(=Nc3cccnc3)n2CCCN2CCCC2=O)cc1C	19	0	1	7	3	1.1	0.9	-0.2	-19	-0.3	1.1
O=[N+]([O-])c1cc(/C=N/N2CCCCC2)ccc1Cl	-7	-2	1	4	-2	1	1	0.0	10	-2.6	3.2
COc1cccc(CC(NC(C)=O)C(=O)NC2CCN(c3c(Cc4ccccc4)c(C)nc4ncnn34)CC2)c1 (stereo unspecified)	-2	0	1	-6	-11	1.1	1.1	0.0	14	-0.1	0.9
NC(=O)Nn1c(CCC(=O)O)ccc1-c1ccc(Br)cc1	0	10	1	8	-6	1.1	0.9	0.1	-3	0.1	1.6
CC(C)c1ccc(OCc2nc(-c3ccccn3)no2)c(Br)c1	14	1	0.8	26	-24	0.9	0.7	-0.2	3	0.3	3.1
Cc1cccc(NC(=O)CSc2nc3nc4c(cc3c(=O)n2-c2ccccc2)CCCC4)c1	31	-16	0.8	18	-3	0.9	0.8	-0.5	3	0.1	2.7
Cc1ccc(-c2csc(NC(=O)c3cccc(N4C(=O)CCC4=O)c3)n2)o1	-1	3	0.8	28	-6	0.9	0.7	0.3	-9	-1.1	3.3
Cc1ccc(C)c(Cn2c(=O)c3c(nc4n3CCN4Cc3ccco3)n(C)c2=O)c1	-1	4	0.9	7	2	1	0.9	-0.2	-8	3.5	3.1
O=C(NC1CCCCCC1)C1CCN(S(=O)(=O)c2cccc3cccnc23)CC1	-5	1	0.9	21	-14	0.9	0.8	-0.3	-13	-0.4	3.0
COc1ccccc1CN(CC(=O)NCc1ccco1)C(=O)CNS(=O)(=O)c1ccc(C)cc1	-2	5	0.9	14	6	1	0.9	-0.4	6	2.5	0.9
COc1ccc(-c2coc3cc(OC)cc(O)c3c2=O)cc1	-5	6	1.1	0	nt	1.1	1	0.1	0	0.5	5.0
O=C(O)c1cccc(NN=C2c3ccccc3-c3ccccc32)c1	-7	-9	1.4	31	-9	1.3	0.7	-0.1	-5	0.6	0.0
O=C(Nc1ccc(-c2noc(-c3cccs3)n2)cc1)c1cccnc1	-1	2	0.9	12	9	0.9	0.9	0.0	6	0.0	2.9
Cc1noc(/C=C/c2ccco2)c1S(=O)(=O)N1CCC(C(=O)Nc2ccc(Cl)cn2)CC1	74*	6	1.1	14	19	1	0.9	-0.6	0	0.7	2.2
O=P(CCC(F)(F)F)(CCC(F)(F)F)CCC(F)(F)F	1	2	1	6	nt	1.1	0.9	0.4	-5	0.6	0.3
Cn1nnnc1SCC(=O)Nc1c(Cl)cccc1Cl	6	3	1.1	-2	-22	1.1	1	-0.2	6	2.1	0.8
Cc1cccc(N2CCN(C(=S)c3ccccc3)CC2)c1	1	2	0.9	15	22	0.8	0.8	-0.2	2	-1.9	0.6
Oc1ccc(C2=NNC(=NCc3ccc4c(c3)OCO4)SC2)c(O)c1	-5	-14	1	37	1	1.4	0.6	-0.1	-1	0.3	0.5
COc1cccc(NS(=O)(=O)c2ccc3[nH]cc(C(=O)NCCC(C)C)c(=O)c3c2)c1	-8	2	0.8	19	1	0.9	0.8	-0.4	7	3.1	4.5
O=C(NC(=S)Nc1ccc(S(=O)(=O)Nc2ccccc2)cc1)C1CC1	2	4	0.9	18	-14	0.9	0.8	-0.3	-44	-0.8	0.8
CC(NC(=O)Cn1ncc(Cl)c(Cl)c1=O)C12CC3CC(CC(C3)C1)C2 (stereo unspecified)	100*	-3	1	8	-10	0.7	0.9	0.6	21	0.5	-0.7
O=c1c2cc(NC(=S)NC3CCCCC3)ccc2nc2n1CCCCC2	31	-1	1	21	15	0.9	0.8	-0.5	-1	-1.8	0.2
O=C(c1cc2ccccc2c(=O)o1)N1CCCCCC1	-3	2	1	9	-2	1	0.9	0.0	-7	-0.1	1.9
C=COCCNC(=S)Nc1cccc(Cl)c1	10	8	1	14	-3	1	0.9	0.2	-4	-0.2	0.4
Cc1ccc(S(=O)(=O)NCCCN2CCOCC2)c(C)c1	52*	-2	1.1	7	nt	1.1	0.9	-0.1	15	-2.4	1.0
Cc1cc(C(=O)CSc2nnc(N)s2)c(C)n1-c1c(C)n(C)n(-c2ccccc2)c1=O	-1	5	0.9	12	nt	1	0.9	-0.3	2	0.1	0.0
CCOCCCNC(=S)N1CCN(CC)CC1	-1	4	1	9	-14	0.9	0.9	-0.1	8	-0.3	-0.4
Cc1ccc(C2=NNC3(CCOC(C)(C)C3)S2)cc1 (stereo unspecified)	1	14	1	19	-16	1.1	0.8	0.0	-27	-2.0	-0.4
Cc1cc(N2CCCC2)c(F)cc1/C=C\[N+](=O)[O-]	52*	15	1	1	7	0.9	1	-0.4	25	0.2	0.0
O=C(CCS(=O)(=O)c1ccc(Br)cc1)N1CCN(c2ccc(Cl)cc2)CC1	-8	3	1	15	nt	1	0.9	-0.3	-10	3.0	4.6
CCc1cc(C(=O)Nc2cc(S(=O)(=O)N(C)C)ccc2C)sc1C	99*	6	1	8	-8	1	0.9	-0.2	-15	-3.2	0.6
Cc1cc(N2CCN(C3CCCCC3)CC2)nc2cccc(O)c12	85*	19	0.8	18	17	0.5	0.8	-0.4	0	1.1	0.9
Fc1ccc(C2CCCCN2Cc2nc(CC3CC3)no2)cc1 (stereo unspecified)	27	6	0.9	5	-11	1	1	-0.2	-18	0.4	2.2
O=C(Nc1ccc(Cl)cc1)c1cccs1	-3	8	0.9	-1	nt	0.9	1	0.2	5	0.3	-0.9
CSc1nnc(CNS(=O)(=O)c2ccc(Cl)cc2)n1C	-8	4	1	9	-3	1	0.9	0.1	0	-0.2	0.5
Cn1c(Cn2c(=O)sc3ccccc32)nnc1SCc1ccccn1	6	0	1	6	8	1	0.9	-0.2	5	0.2	2.2
Cc1nc2ccc(S(=O)(=O)NC(C(=O)Nc3nc4ccc(Cl)cc4s3)C(C)C)cc2s1 (stereo unspecified)	28	7	0.9	3	nt	1	1	-0.4	-11	-0.9	7.1
Cc1ncc([N+](=O)[O-])n1CCOC(=O)NC(NCc1cccnc1)C(Cl)(Cl)Cl (stereo unspecified)	-2	-8	1	10	-5	1	0.9	-0.4	9	0.2	-0.1
Cc1ccc(C)c(N2CCN(C(=O)CCCn3c(=S)[nH]c4cc5c(cc4c3=O)OCO5)CC2)c1	17	-58	0.8	27	nt	0.9	0.7	-0.3	-11	4.1	6.1

# Screening results (PubChem BioAssay)
